Screening results: PubChem BioAssay, National Center for Advancing Translational Sciences (NCATS)
TDP1 cell CPT = DT40-hTDP1 cell growth loss with CPT | chicken DT40 Tdp1-/-;hTDP1 cells + 20 nM CPT, ATP luminescence, 48 h | Potency, µM (doses to about 46.2 µM), without a hit: at the top dose activity change, negative = growth inhibition, usual class: inhibitors | actives 12% (n = 420,000); note: nearly all actives have a fitted effect of over 55% in size
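Cell growth measured by CellTiter-Glo luminescence after a minimum 48 h, 37 C compound exposure with 20 nM CPT in Tdp1-knockout DT40 cells stably expressing hTDP1, seeded 400/well; qHTS titration format.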
GCN5L2 inh = inhibitors of human GCN5L2 histone acetyltransferase; AID 504327; actives 0.21% (n = 390,000); Potency, µM (titrated, usually from 58.9 µM), without a hit: at the highest dose activity change, negative = inhibition, most hits filed as inhibitors; GCN5L2 HAT assay, ThioGlo1 CoA-SH fluorescence; Q92830
Target sequence (Q92830 whole entry, looked up): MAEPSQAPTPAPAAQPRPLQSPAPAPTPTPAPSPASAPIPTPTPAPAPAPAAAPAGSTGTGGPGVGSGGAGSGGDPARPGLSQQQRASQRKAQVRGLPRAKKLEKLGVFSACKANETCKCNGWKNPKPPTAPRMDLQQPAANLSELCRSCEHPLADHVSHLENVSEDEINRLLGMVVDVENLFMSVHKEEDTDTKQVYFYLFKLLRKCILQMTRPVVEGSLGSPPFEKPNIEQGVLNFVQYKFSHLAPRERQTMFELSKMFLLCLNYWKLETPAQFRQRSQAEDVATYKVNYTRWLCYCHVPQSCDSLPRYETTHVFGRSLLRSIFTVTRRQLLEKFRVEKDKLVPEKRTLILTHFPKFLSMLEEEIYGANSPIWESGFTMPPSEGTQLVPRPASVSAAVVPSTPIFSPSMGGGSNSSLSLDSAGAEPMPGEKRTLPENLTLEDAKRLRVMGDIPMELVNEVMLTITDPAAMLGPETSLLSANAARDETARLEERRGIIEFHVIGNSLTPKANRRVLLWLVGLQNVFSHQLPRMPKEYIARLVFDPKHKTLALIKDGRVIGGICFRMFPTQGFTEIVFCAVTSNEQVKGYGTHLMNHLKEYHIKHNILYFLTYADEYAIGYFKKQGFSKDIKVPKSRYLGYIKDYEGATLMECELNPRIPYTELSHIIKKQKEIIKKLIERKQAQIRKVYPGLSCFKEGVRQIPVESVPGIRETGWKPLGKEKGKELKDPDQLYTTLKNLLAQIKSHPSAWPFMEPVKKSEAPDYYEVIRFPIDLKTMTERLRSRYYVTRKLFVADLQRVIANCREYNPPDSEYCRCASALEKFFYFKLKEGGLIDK
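Free CoA generated was detected with ThioGlo1 (50uM) fluorescence at Ex340nm/Em540nm, read immediately and after 20 min at room temperature. Enzyme, 20 nM in HEPES pH 7.5 buffer, saw compounds 15 min before adding 75uM H3(1-25) peptide and 70uM acetyl-CoA.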
TDP1 cell noCPT = qHTS for Inhibitors of human tyrosyl-DNA phosphodiesterase 1 (TDP1): qHTS in cells in absence of CPT | DT40 Tdp1-/- hTDP1 cells, no CPT, ATP luminescence, 48 h | Potency, µM (series often up to 46.2 µM), for inactives: top-dose activity change, negative = growth inhibition, usual class: inhibitors | actives 15% (n = 420,000); note: nearly all actives have a fitted effect of over 55% in size
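Cells were dispensed at 400 per well, compounds added by pin tool, plates incubated ≥48 hr at 37 °C, then CellTiter-Glo added for 30 min at room temperature before luminescence reading. Line: DT40 Tdp1-/- complemented with hTDP1; camptothecin omitted.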
Numbers without * were called inactive; ? = inconclusive; · = no result given; & = joins results of further samples; [ ] = another dose, or the depositor's remark. Calls come from the whole dose curve; as a rule, active = well fitted curve in the direction sought with a large enough effect; inconclusive = small, poorly fitted or top-dose-only effect, or another doubt; inactive = no such curve, though single readings can be large; an effect the other way counts as inactive or inconclusive. % is set by controls: 0 for no effect and ±100 for the full control effect; potency is the fitted concentration of half-maximal effect. Some of the compounds tested; rates above refer to the full screens.

Sample of the layout:
compound,TDP1 cell CPT,GCN5L2 inh,TDP1 cell noCPT
OC(CBr)C[n+]1cccc2cc(Br)ccc21 (centres undefined),4.5µM*,·,11µM*
CC(/C=N/n1c(-c2cccnc2)n[nH]c1=S)=C\c1ccccc1,?,-19%,?

Main list, from the first entry:
compound,TDP1 cell CPT,GCN5L2 inh,TDP1 cell noCPT
OC(CBr)C[n+]1cccc2cc(Br)ccc21 (centres undefined),4.5µM*,·,11µM*
CC(/C=N/n1c(-c2cccnc2)n[nH]c1=S)=C\c1ccccc1,?,-19%,?
Cc1ccc(S(=O)(=O)N2CCN(C)CC2c2ccccc2)cc1 (centres undefined),4%,0%,20%
CN(/N=C/c1ccc(Cl)cc1Cl)c1ncc(Cl)cc1C(F)(F)F,4%,-2%,2%
Cc1cc(Cl)ccc1OCC(=O)Nc1ccccc1NS(=O)(=O)c1cccs1,-26%,-6%,?
O=C(NN=C1CCCCCCCCCCC1)c1ccncc1,-1%,-6%,-4%
O=C(Nc1ccc2c(c1)OCCO2)c1cccnc1Oc1ccccc1,-16%,?,?
CC(NS(=O)(=O)c1ccc(Cl)cc1)C(=O)NCCC1=CCCCC1 (centres undefined),-15%,-6%,?
CCCS(=O)(=O)C(=C1Nc2ccccc2N1)S(=O)(=O)CCC,-11%,-1%,-4%
CCCCCCC1/C(=N/O)CCC1C(=O)OC (centres undefined),4%,0%,-16%
Cn1nc(C(F)(F)F)c(-c2ccccc2)c1NC(=O)CCC(=O)O,20%,-2%,5%
COc1cccc(C(=O)N(Cc2cccs2)C2CCS(=O)(=O)C2)c1 (centres undefined),-13%,2%,-24%
CSc1nsc(SC)c1NC(=O)OC1CCCCC1,-28%,·,-25%
S=c1c2c(nc3nc[nH]n13)CCC2,?,-4%,21µM*
COc1ccc(C(C#N)c2nc3ccccc3nc2Cl)cc1 (centres undefined),-20%,-4%,-26%
COCCCn1c(=O)/c(=C/c2ccccc2OC(C)C)s/c1=C(\C#N)C(=O)Nc1ccc(C(=O)O)cc1,21µM*,·,21µM*
O=C(CCc1nnc2ccc(N3CCC4(CC3)OCCO4)nn12)N1CCCCC1,-14%,-5%,8%
CC(C)(C)c1ccc(/C=C/C(=O)NCCCN2CCOCC2)cc1,?,1%,?
CCOC(=O)C1CCN(C(=O)COC(=O)c2cccc(F)c2)CC1,0%,0%,2%
Nc1nnc(-c2cccnc2)s1,-2%,0%&-7%,-19%
Cc1ccc(CNC(=O)C2CCCN(S(=O)(=O)N3CCC(C)CC3)C2)cc1 (centres undefined),?,0%,-3%
O=C(CNC(=O)c1cccs1)OCC(=O)c1ccccc1,-15%,3%,-3%
Cc1nn(C)c(C)c1CNC(=O)c1nn2c(c1Cl)NC(c1cccs1)CC2C(F)(F)F (centres undefined),16µM*,-10%,9.2µM*
C(=N\Nc1nc(Nc2ccccc2)nc(Nc2ccccc2)n1)/c1cccnc1,16µM*,-4%,10µM*
COc1ccc(C2=NN(c3ccccc3)C(c3cn(CCC(=O)O)nc3-c3ccccc3)C2)cc1 (centres undefined),4%,?,2%
CC(NCc1cccs1)C(=O)NC1CCCCC1 (centres undefined),-30%,-5%,-1%
CCCCC(=O)NC1(C(F)(F)F)C(=O)N(Cc2ccco2)C(C)=C1C(=O)OC (centres undefined),-12%,-26%,10%
Cc1ccc(N(C(=O)c2ccc(S(=O)(=O)N3CCOCC3)cc2)C2C=CS(=O)(=O)C2)cc1C (centres undefined),1%,0%,-3%
CC(C)CC(=O)N/N=C/c1c(N)n(C)c(=O)n(C)c1=O,1%,-5%,-7%
COc1ccc(CCNC(=O)c2cnn3c(C(F)F)cc(C)nc23)cc1OC,-15%,-1%,?
Cc1ccc(C(=O)Nc2ccc(S(=O)(=O)O)c3cc(S(=O)(=O)O)cc(S(=O)(=O)O)c23)cc1NC(=O)c1cccc(NC(=O)Nc2cccc(C(=O)Nc3cc(C(=O)Nc4ccc(S(=O)(=O)O)c5cc(S(=O)(=O)O)cc(S(=O)(=O)O)c45)ccc3C)c2)c1,8%&5%&-18%&-2%,?,?
CC1(C)NC(=O)N(CC(=O)OCC(=O)Nc2c(Br)cc([N+](=O)[O-])cc2Br)C1=O,-16%,·,16%
CCOc1ccccc1OCCCC(=O)ON=C(N)c1ccccc1,0%,-3%,-10%
CC(C)COc1ccc(C(=O)Nc2cc(-c3ccccc3)no2)cc1,?,-14%,?
O=[N+]([O-])c1cccc(CN2CCN(c3ncccn3)CC2)c1,10%,1%,-7%
CCN1CCC[C@H]1CNC(=O)c1c(O)c(Cl)cc(Cl)c1OC,0%&10%&-2%,-1%&-4%&-2%&-9%,-14%&-21%&-12%
O=C(CS(=O)(=O)c1ccc(F)cc1)NCc1ccccc1,35%[activator],-7%,-4%
CC(=O)NC(O)C(=O)c1ccco1 (centres undefined),4%,2%,14%
O=C(N/N=C/c1c[nH]c2ccccc12)c1ccc(O)c(O)c1,13%,-8%,-10%
Cc1ccc(-c2c(C)n([O-])c3c([n+]2=O)CCC3)cc1,0%,-5%,-2%
N#Cc1cccc(-c2cncnc2-n2ccnc2)c1,6%,-28%,15%
CC(=O)Nc1ccc(NC(=O)c2ccc([N+](=O)[O-])cc2Cl)cc1,-17%,2%,-13%
CSc1ccc(NC(=O)Cn2nnnc2-c2ccccc2F)cc1,4%,3%,-19%
COc1ccc(-n2c(SCC(=O)NCC3CCCO3)nc3ccccc3c2=O)cc1Cl (centres undefined),8.2µM*,·,21µM*
O=C(COc1ccc(Cl)cc1)NNC(=S)NCc1ccccc1,?,-4%,?

Complete entries, looked up by structure:
CC1(C)NC(=O)N(CC(=O)OCC(=O)Nc2c(Br)cc([N+](=O)[O-])cc2Br)C1=O in the list: TDP1 cell CPT: -16%; GCN5L2 inh: ·; TDP1 cell noCPT: 16%
O=[N+]([O-])c1cccc(CN2CCN(c3ncccn3)CC2)c1 in the list: TDP1 cell CPT: 10%; GCN5L2 inh: 1%; TDP1 cell noCPT: -7%
Cc1ccc(-c2c(C)n([O-])c3c([n+]2=O)CCC3)cc1 in the list: TDP1 cell CPT: 0%; GCN5L2 inh: -5%; TDP1 cell noCPT: -2%

Next records follow.
compound,TDP1 cell CPT,GCN5L2 inh,TDP1 cell noCPT
O=C1NC(=O)C(CSc2ccccc2)(c2ccccc2)N1 (centres undefined),-9%,·,-6%
CCN(CC)CCCNC(=O)c1cc(Nc2ccc(OC)cc2)nc2ccccc12,18µM*,-9%,23µM*
CCN(C(=O)Cn1c(=O)oc2cc(S(=O)(=O)N3CCCC3)ccc21)c1ccc(OC)cc1,?,-1%,-29%
COc1cccc(N(C(=O)c2nc3nccc(C)n3n2)c2nc3ccccc3s2)c1,?,25%,?
O=C(COC(=O)c1cccc(S(=O)(=O)N2CCCC2)c1)Nc1ccccc1Cl,-4%,-24%,-14%
CCCCn1c(=O)c(Cc2ccccc2)c(O)c2ccccc21,8%,-2%,-27%
C=C1[C@@H](O)[C@@H]2O[C@]3(CC[C@H](/C=C/[C@@H](C)[C@@H]4CC(C)=CC5(O[C@H](C[C@@](C)(O)C(=O)OC)CC[C@H]5O)O4)O3)CC[C@H]2O[C@@H]1[C@@H](O)C[C@H](C)[C@H]1OC2(CCCCO2)CC[C@H]1C (some centres undefined),0.58µM*,0%,0.92µM*
CCC(C)NC(=O)c1ccc2c(c1)nc1n2CCCCC1 (centres undefined),-8%,1%,1%
Cn1ncc([N+](=O)[O-])c1C(=O)NCc1ccccc1,3%,4%,2%
CC(C)CC1C(=O)N(Cc2cn(CCC3OCCCO3)nn2)CCS(=O)(=O)N1Cc1ccc(-c2ccc(F)cc2)cc1 (centres undefined),?,·,?
O=C(NNc1ccccc1)NC(Cc1ccccc1)C(=O)O (centres undefined),5%,·,6%
CC(=O)c1cc(C#N)c(Oc2ccccc2)nc1C,-5%,·,6%
O=C(Cn1cc(COc2ccc(-n3cccc3)cc2)nn1)NS(=O)(=O)c1ccccc1C(F)(F)F,-14%,·,-16%
Cc1[nH]c(-c2ccc3c(c2)OCO3)nc1C(=O)O,10µM*,-12%,18µM*
Cc1cc(C)nc(SC2CCOC2=O)n1 (centres undefined),0%,·,-9%
O=C(NNC(=O)c1ccncc1)Nc1ccc(N=Nc2ccccc2)cc1,-20%,·,?
Cc1ccc(S(=O)(=O)c2cn(Cc3ccc(F)cc3)c3cc4c(cc3c2=O)OCO4)cc1,-15%,-6%,-1%
CC(=O)Nc1ccccc1-c1nc2ccccc2n(Cc2cccc(Br)c2)c1=O,-4%,-1%,?
CC1CN(C(=O)c2cccc(S(=O)(=O)N3CCN(c4ccc(F)cc4)CC3)c2)CC(C)O1 (centres undefined),26µM*,?,?
O=C1CCc2cc(S(=O)(=O)NCCC(=O)NC3CCCCC3)ccc2N1,7%,0%,22%
COc1ccc(S(=O)(=O)N[C@@H](Cc2ccc(Cl)cc2)C(=O)N2CC[C@@]3(O)CCCC[C@H]3C2)cc1,?,-10%,?
CC(Cc1c[nH]c2ccccc12)NC(=O)C1CCCNC1=O (centres undefined),-7%,-4%,-15%
Cc1ccc(C(=O)N(CC#N)CC#N)cc1C,-17%,?,-10%
COc1ccc(NC(=O)CN(C)C(=O)c2cccc(S(=O)(=O)N3CCN(c4ccc(F)cc4)CC3)c2)cc1,13µM*,·,?
OCCCNC(=S)Nc1ccc(Oc2ccccc2)cc1,-6%,-3%,-17%
Cc1ccc(CNC(=O)C(=O)NCC2OCCN2S(=O)(=O)c2ccc(C)cc2)cc1 (centres undefined),-25%,-4%,?
O=C(O)CCN1C(=O)NC2(CCCC2)C1=O,-14%,-2%,-2%
CCCCN1C(=O)C(C(=O)OCc2ccccc2)CC2=C1CCCC2=O (centres undefined),-9%,·,-6%
O=C(Nc1sc2c(c1C(=O)Nc1ccccc1)CCC2)c1ccc(Br)cc1,-31%,-6%,-28%
COc1ccc(CC(=O)Nc2cc(C)c3c(=O)oc4ccccc4c3n2)cc1,-2%,-4%,-15%
Cc1c(NC(=O)c2ccc(-c3cccc([N+](=O)[O-])c3)o2)c(=O)n(-c2ccccc2)n1C,-5%,-11%,-18%
COc1ccccc1CNC(=O)C1(c2ccc(Cl)cc2)CC1,4%,-3%,0%
COc1ccc2[nH]c3c(c2c1)CCN1C(=O)C(CC(=O)NCc2ccc(OC)c(OC)c2)C[C@H](C(=O)N(C(C)C)C(C)C)[C@@]31C (some centres undefined),?,0%,?
CCCCCc1c2c(cc(O)c1C(=O)O)OC(=O)c1c(cc(OC)cc1C(=O)CCCC)O2,-3%&17%,?,0%&-15%
COc1ccc(CCC(=O)N2CCN(S(=O)(=O)c3ccc(C)cc3)CC2)cc1,-19%,1%,-28%
CCOC(=O)c1c(C)oc2nc(C)nc(Nc3cccc(OC)c3)c12,-27%,19%,-25%
OCc1ccc(-c2cccc3nccn23)cc1,5%,·,-14%
O=C(C1CCCN(S(=O)(=O)c2ccc(Br)cc2)C1)N1CCOCC1 (centres undefined),?,-2%,?
Cc1ccc(Cn2cc(SCC(N)=O)c3ccccc32)cc1,-27%,6%,?
CNC(=O)OCCSCCS(=O)(=O)c1ccc(Cl)cc1,9%,0%,-10%
O=C(CCC(=O)N1CCN(S(=O)(=O)c2ccccc2)CC1)c1ccc(Br)cc1,?,2%,?
Cc1ccc(CNC(=O)[C@@H](NC(=O)C2CCN(C(=O)[C@@H]3CCCN3)CC2)C(C)C)cc1,10%,?,0%
CCS(=O)(=O)N1CCN(C(=O)c2ccc(-c3ccccc3)cc2)CC1,?,-1%,?
O=C(CSc1nc2ccccc2n1Cc1cccc(C(F)(F)F)c1)NCc1ccccc1,18µM*,3%,?
